Bioassay records as filed in PubChem BioAssay.
Rad51 HR inh – human RAD51 strand exchange inhibitors, primary screen, biochemical, fluorescence; DNA repair protein RAD51 homolog 1 (Homo sapiens), Q06609; hRad51 DNA strand exchange, fluorescence dequenching; inhibition, % at 10 µM; 200,000 compounds, 0.085% hits; AID 1385, 2008;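 active = inhibition above 40% at the single screening dose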;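 also: 0% = DMSO control wells and 100% = blanks with heterologous ssDNA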
Target sequence (Q06609 whole entry, looked up): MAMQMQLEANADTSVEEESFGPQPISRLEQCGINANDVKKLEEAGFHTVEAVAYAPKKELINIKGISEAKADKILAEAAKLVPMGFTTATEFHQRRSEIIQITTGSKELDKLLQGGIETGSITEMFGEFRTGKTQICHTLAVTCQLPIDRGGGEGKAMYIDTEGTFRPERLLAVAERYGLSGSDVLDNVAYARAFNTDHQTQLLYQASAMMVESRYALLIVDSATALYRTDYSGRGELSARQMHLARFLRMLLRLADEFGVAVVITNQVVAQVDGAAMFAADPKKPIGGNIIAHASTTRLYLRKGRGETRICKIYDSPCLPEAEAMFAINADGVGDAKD
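Material: hRad51 filaments on single-stranded DNA; Reagent: Donor/quencher-labelled 47-bp dsDNA substrate; Compound: 10 µM final, single point; Schedule: 37 °C 15-min filament assembly, 30-min compound preincubation, 15-min exchange; Technique: FRET fluorescence, excitation 485 nm, emission 520 nm; Benchmarks: control wells and blank wells on each plate.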
PGE2 EP2 inh – human EP2 receptor antagonists, primary screen, TR-FRET cAMP, C6 glioma cells; C6 glioma cells expressing human EP2; cells stimulated with saturating PGE2; inhibition, % at 25 µM; 260,000 compounds, 0.52% hits;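 active = percent inhibition above 40 after rounding to a whole number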;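 also: rat C6 glioma host cells with rolipram phosphodiesterase inhibitor present; the protocol text gives 20 µM as final concentration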
eIF4E 4G PPI – eIF4E–eIF4G protein interaction inhibitors, primary screen, biochemical, uHTS, TR-FRET, eIF4GI fragment; inhibition, % at 21.7 µM; 220,000 compounds, 0.37% hits; TR-FRET eIF4E-eIF4GI(517-606) binding, 2 h; AID 782, 2007; Eukaryotic translation initiation factor 4E (Mus musculus) + Eukaryotic translation …;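 active = inhibition above about 30%, limit read from the data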;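 also: 0% = full FRET control wells and 100% = background wells lacking eIF4GI fragment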
EP2 mod – EP2 receptor modulators, cAMP readout, primary screen, cell-based, HTRF cAMP, PGE2 stimulation; Prostaglandin E2 receptor EP2 subtype (Homo sapiens), P43116; EP2-expressing cells, cAMP HTRF FRET, PGE2 co-stimulation; induction, % at 25 µM; 260,000 compounds, 0.83% hits;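 active = compounds whose cAMP rise, as percent of the full-agonist control response, exceeds 60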;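 also: rat C6 glioma line stably carrying human EP2 under a CMV promoter; the protocol text gives 20 µM as final concentration; 100% = response of wells given 1 µM PGE2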
Tb hexokinase – Trypanosoma brucei hexokinase 1 inhibitors, primary screen, biochemical, G6PDH-coupled NADH absorbance, MLSCN library; hexokinase 1 [Trypanosoma brucei]; inhibition, % at 10 µM; AID 1430, 2008; 220,000 compounds, 0.11% hits; recombinant TbHK1, G6PDH-coupled NADH A340;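 active = inhibition of 50% or more in the single-dose primary screen; inactive = inhibition below 50%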
Hck-Nef inh – inhibitors of Nef-activated human Hck kinase, primary screen, biochemical, Z-Lyte FRET, 384-well, Hck-YEEI | Tyrosine-protein kinase HCK (Homo sapiens), P08631 | Recombinant Hck-YEEI plus Nef, Z-Lyte FRET kinase assay | inhibition, % at 20 µM | 220,000 compounds, 0.68% hits | AID 463187, 2010;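 active = Hck-Nef kinase inhibition above about 50%, limit read from the data; inactive = inhibition below that limit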;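 also: 0% = DMSO with Hck plus Nef and 100% = Hck alone without Nef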
Target sequence (P08631 whole entry, looked up): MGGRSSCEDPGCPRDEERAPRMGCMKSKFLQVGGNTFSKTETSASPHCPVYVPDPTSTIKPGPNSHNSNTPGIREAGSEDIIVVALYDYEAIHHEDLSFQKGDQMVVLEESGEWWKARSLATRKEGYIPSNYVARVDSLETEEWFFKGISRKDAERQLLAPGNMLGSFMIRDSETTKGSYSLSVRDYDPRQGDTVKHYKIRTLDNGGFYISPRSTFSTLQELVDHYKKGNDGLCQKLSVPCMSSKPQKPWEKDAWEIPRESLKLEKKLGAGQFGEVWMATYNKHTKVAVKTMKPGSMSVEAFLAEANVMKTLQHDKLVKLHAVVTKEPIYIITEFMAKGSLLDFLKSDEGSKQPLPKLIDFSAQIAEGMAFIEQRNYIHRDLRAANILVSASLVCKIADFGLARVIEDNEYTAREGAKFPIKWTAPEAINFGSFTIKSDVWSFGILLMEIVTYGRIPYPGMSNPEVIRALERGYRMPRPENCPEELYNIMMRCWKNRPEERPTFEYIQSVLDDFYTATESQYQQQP
L929 necroptosis – inhibitors of zVAD-triggered necroptosis, primary screen, L929 cells; L929 zVAD necroptosis rescue, ATP luminescence, 24 h; with zVAD 60 µM; viability rescue, % at 10 µM; 220,000 compounds, 0.38% hits;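 active = activation, scaled between plate controls, above about 75%, limit read from the data; inactive = activation under that limit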;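 also: 0% = zVAD with DMSO and 100% = DMSO alone without zVAD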
14-3-3 Bad PPI – inhibitors of 14-3-3 zeta/Bad binding, primary screen, biochemical, TR-FRET, bovine 14-3-3 zeta. 220,000 compounds, 0.71% hits. inhibition, % at 21.7 µM. TR-FRET 14-3-3zeta/Dy647-pBad peptide displacement, 1 h. AID 781, 2007;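 active = inhibition above about 70%, limit read from the data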;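 also: 0% = full 14-3-3 plus peptide FRET controls and 100% = background without 14-3-3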
Calpain2 inh – inhibitors of pig calpain II, primary screen, biochemical, fluorogenic peptide substrate, 1536-well. purified calpain II, 30 min. inhibition, % at 16 µM. 220,000 compounds, 0.37% hits. AID 1236, 2008;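 active = inhibition above about 50%, limit read from the data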
* hit, by the source's call; i = inactive; / = not tested or not shown; & = joins results of further samples; [ ] = another dose, or the depositor's remark. The list is partial; count on the stated rates, not on these rows.

SMILES	Rad51 HR inh	PGE2 EP2 inh	eIF4E 4G PPI	EP2 mod	Tb hexokinase	Hck-Nef inh	L929 necroptosis	14-3-3 Bad PPI	Calpain2 inh
Fc1ccc2c(c1)C(c1ccc(N3CCOCC3)cc1)=NNC(c1cccs1)=N2	-4	7	3	-15	-17	0	1.5	-7	-253
NS(=O)(=O)c1ccc(NC(=O)CN2C(=O)C3C4C=CC(C4)C3C2=O)cc1 (stereo not given)	-11	8	3	5	1	-3	2.5	-1	-10
CC(Nc1cc(N2CCOCC2)ccc1[N+](=O)[O-])c1ccccc1 (stereo not given)	13	0	10	57	-1	2	0.7	-8[fluorescence artefact?]	14
O=C(CCCN1C(=O)c2ccccc2C1=O)Nc1ccc(S(=O)(=O)N2CCOCC2)cc1	-5	1	-3	-1	5	1	0.0	-11	-5
COc1cccc(-c2nc(CS(=O)(=O)c3ccccc3)no2)c1	7	6	2	-10	-1	0	0.2	-16	19
COc1cc(/C=N/NC(=O)c2nc(-c3ccccc3)n(-c3ccccc3)n2)ccc1O	0	7	0	-8	-17	0	1.4	6	-17
Cc1cc(-c2n[nH]c(=S)n2/N=C/c2c[nH]c3ccccc23)n[nH]1	-9	2	3	0	13	1	0.6	-8	-6
CCOc1cc(C=O)ccc1OCC(=O)NC(C)(C)C	/	1	0	11	-4	4	0.3	1	17
CC1(c2nnc(-c3ccc(F)cc3)o2)CC(c2ccccc2)=NO1 (stereo not given)	-11	10	-7	-10	-7	27	-0.4	-2	-5
CC1(OC(=O)CCc2ccccc2)C(=O)C=C2C=C(c3ccc(C#N)cc3)N(C3CCCC3)C=C2C1=O (stereo not given)	-10	10	-5	-9	-14	27	-1.0	-3	-92
O=C(NOC(=O)c1ccccc1F)c1ccc(OC(F)F)cc1	20	7	-5	29	-6	34	1.9	-20	-29
CCOC(=O)C1=C(C)NC(=O)N(C(C)=O)C1c1ccc(Cl)cc1 (stereo not given)	6	4	-7	1	4	3	-2.3	10	26
c1ccc2oc(-c3ccc4nc[nH]c4c3)nc2c1	0	21	-1	-56	-7	17	0.4	-6	-100
O=C(Cc1c(F)cccc1Cl)Nc1cccnc1	-5	-9	-5	4	4	7	-0.1	8	2
COc1ccc(C2=NN(C(=O)c3cccnc3)C(c3ccccc3)C2)cc1 (stereo not given)	-1	5	1	13	-11	3	-0.5	2	4
CN1CCN(C(=O)C23CC4CC(CC(C4)C2)C3)CC1	-4	11	-6	25	-2	2	2.5	2	-1
COc1cc(NC(=S)NCc2ccco2)cc(OC)c1OC	-16	3	5	20	-1	2	0.0	-11	10
Cc1ccc(SCCNC(=O)CN(c2ccc3c(c2)OCO3)S(C)(=O)=O)cc1	9	18	0	26	-5	7	0.1	-10	-20
Cc1cc(=O)[nH]c(-n2[nH]c(C)cc2=O)n1	-12	8	3	11	6	-1	0.5	4[fluorescence artefact?]	-4
O=C(NCCN1CCOCC1)C1CCN(c2ncnc3c2sc2cccc(F)c23)CC1	5	4	5	-14	-26	2	0.5	1	-56
CN(Cc1nc(Cc2cccc(C(F)(F)F)c2)no1)C1CC(C)(C)NC(C)(C)C1	-13	8	2	-30	-6	0	-0.5	-12	-17
CCCCn1c(=O)[nH]c(=O)c2c1nc(-c1ccc(C)c([N+](=O)[O-])c1)n2CC	-1	4	8	12	-9	17	-1.0	2	6
NC(N)=NC(N)=Nc1ccc(SC(F)(F)F)cc1	27	15	-5	-85	3	-1	-0.5	8	21
CCn1nc(C(=O)Nc2cccc(C(F)(F)F)c2)c(Cl)c1Cl	-4	11	-7	-12	10	-3	-0.3	-4	-5
O=C(CSc1nnc(Cc2cc(=O)[nH]c(=O)[nH]2)n1-c1ccccc1)NCC1CCCO1 (stereo not given)	1	8	0	18	-5	0	-0.3	2	-11

Fetched by compound from above (2):
SMILES	Rad51 HR inh	PGE2 EP2 inh	eIF4E 4G PPI	EP2 mod	Tb hexokinase	Hck-Nef inh	L929 necroptosis	14-3-3 Bad PPI	Calpain2 inh
COc1cc(NC(=S)NCc2ccco2)cc(OC)c1OC	-16	3	5	20	-1	2	0.0	-11	10
CCOC(=O)C1=C(C)NC(=O)N(C(C)=O)C1c1ccc(Cl)cc1 (stereo not given)	6	4	-7	1	4	3	-2.3	10	26

An excerpt from above, reduced to L929 necroptosis and eIF4E 4G PPI.
molecule,L929 necroptosis,eIF4E 4G PPI
NC(N)=NC(N)=Nc1ccc(SC(F)(F)F)cc1,-0.5,-5
CCCCn1c(=O)[nH]c(=O)c2c1nc(-c1ccc(C)c([N+](=O)[O-])c1)n2CC,-1.0,8
CCn1nc(C(=O)Nc2cccc(C(F)(F)F)c2)c(Cl)c1Cl,-0.3,-7
O=C(NOC(=O)c1ccccc1F)c1ccc(OC(F)F)cc1,1.9,-5
Cc1cc(-c2n[nH]c(=S)n2/N=C/c2c[nH]c3ccccc23)n[nH]1,0.6,3

The list continues.
SMILES	Rad51 HR inh	PGE2 EP2 inh	eIF4E 4G PPI	EP2 mod	Tb hexokinase	Hck-Nef inh	L929 necroptosis	14-3-3 Bad PPI	Calpain2 inh
Cc1ccc(N2CC(C(=O)Nc3c(C)n(C)n(-c4ccccc4)c3=O)CC2=O)cc1 (stereo not given)	-10	4	-2	9	2	16	1.5	-4	-7
Nc1c(-c2ccccc2)c(CSc2nc3ccccc3[nH]2)nn1-c1cccc(C(=O)O)c1	-7	4	1	-4	7	15	-0.1	0	6
O=C1c2sc3nc4n(c(=O)c3c2CCC1Br)CCCCC4 (stereo not given)	-2	7	17	13	-25	0	-0.4	48	-18
Cc1cccn2c(=O)c3cc(C(=O)NCCCn4ccnc4)n(C)c3nc12	/	/	10	14	-26	19	6.3	1[fluorescence artefact?]	i
O=C(c1cc2cc(C(F)(F)F)ccc2s1)N1CCOCC1	-2	5	2	-9	-3	-8	3.5	-2	-13
Cn1c(=O)c2c(nc(NCC3CCCO3)n2Cc2ccccc2)n(C)c1=O (stereo not given)	-7	12	0	13	-1	8	-1.2	3	-12
COc1ccccc1N(CC(=O)NCC1CCCO1)C(=O)CCC(=O)Nc1nccs1 (stereo not given)	0	8&14	2	22&20	7	4	0.0	-6[fluorescence artefact?]	7
COc1ccc(C2C(C(=O)O)c3ccccc3C(=O)N2Cc2ccco2)cc1 (stereo not given)	-2	11	-1	16	-5	5	0.1	2	-11
Cc1cccc(Nc2nc(N)nc(-c3oc4ccccc4c3C)n2)c1	0	11	3	-41	-21	7	1.6	1	-41
O=C(Oc1cc(-c2ccccc2)no1)c1ccc(F)cc1	/	14	0	27	-3	-1	0.5	-12	10
COc1cc(N)cc(NC(=O)c2ccncc2)c1	4	9	5	15	-7	1	0.1	-19	10
CCOC(=O)COc1ccc(C2NC(C(=O)O)CS2)cc1 (stereo not given)	1	12	-6[fluorescence artefact?]	15	-5	-3	0.9	-1[fluorescence artefact?]	-24
Cc1c(C(=O)N(Cc2cccs2)C2CCS(=O)(=O)C2)oc2ccccc12 (stereo not given)	2	10	14[fluorescence artefact?]	-13	1	2	-0.2	-5	19
CC(C)c1ccc(NC(=O)C2=NNC(=O)CC2)cc1	8	13	1	-14	-17	11	1.4	-1	8
O=C(Nc1ccccc1)c1ccc(NCCN2CCOCC2)c(S(=O)(=O)N2CCOCC2)c1	6	8	10	3	-17	1	0.3	-3	6
CCCSCCCNC(=O)c1cc2c(s1)CS(=O)(=O)C2	2	7	4	13	6	-25	1.3	-12[fluorescence artefact?]	-52
Nc1c(C(=O)NCc2ccco2)c2nc3ccccc3nc2n1CCc1ccccc1F	0	3	-1	51	-11	35	0.8	2	-491
CCCN(CCC)S(=O)(=O)c1nc2nc(C)cc(C)n2n1	/	7	-3	10	-6	2	0.4	5	3
CN1CCC(OC(=O)C23CCC(C)(C(=O)O2)C3(C)C)CC1 (stereo not given)	-6	5	2[fluorescence artefact?]	33	2	-9	1.2	10[fluorescence artefact?]	-11
O=C(Nc1nc(=O)c2ccccc2s1)c1ccc(F)cc1	1	5	7	1	-10	1	0.1	44	-12
O=C(/C=C/c1ccc2c(c1)OCO2)Nc1cc(S(=O)(=O)N2CCOCC2)ccc1N1CCOCC1	7	7	-5	-23	14	7	2.5	-20	-12
Nc1ccc(-c2nc3c(Cl)cc(N)cc3[nH]2)cc1	-1	24	-2[fluorescence artefact?]	-16	1	0	32	10[fluorescence artefact?]	i
OC1=C(O)c2nc3cc(F)ccc3nc21	9	7	-11	-21	-10	13	0.0	7	-5
COCC(C)NC(=O)c1ccc(CN2CCc3ccccc3C2)cc1 (stereo not given)	-7	12	2	-16	2	-16	2.2	-2	21
COc1ccc(-c2csc(Nc3ccc(S(=O)(=O)Nc4cc(C)on4)cc3)n2)cc1	-9	4	4	-60	-2	18	-0.3	-3	24
O=C(O)Cc1ccc(C(=O)c2ccc(F)cc2)s1	1	14	3	15	-22	3	-0.5	7	2
COc1cccc(NC(=O)[C@@H]2CCCN2C(=O)C2CCN(S(=O)(=O)c3ccc(C)cc3)CC2)c1	-5	5	2	-18	0	1	-0.3	10	26
N#CCCCCN1c2cccc3cccc(c23)S1(=O)=O	0	12&13	0	29&-40	-2	5	0.2	14	-276
O=C(Nc1ccn(Cc2ccccc2)n1)c1ccc2c(c1)OCO2	-7	9	4	-34	-1	-7	0.1	-2	20
O=C1NCCN(Cc2ccc(Cl)c(F)c2)C1CC(=O)N1CCCO1 (stereo not given)	-6	5	3	8	-6	13	1.4	-11	-121

Given as labelled records: part of the list above.
> Nc1c(C(=O)NCc2ccco2)c2nc3ccccc3nc2n1CCc1ccccc1F
  Rad51 HR inh = 0
  PGE2 EP2 inh = 3
  eIF4E 4G PPI = -1
  EP2 mod = 51
  Tb hexokinase = -11
  Hck-Nef inh = 35
  L929 necroptosis = 0.8
  14-3-3 Bad PPI = 2
  Calpain2 inh = -491

> Cc1c(C(=O)N(Cc2cccs2)C2CCS(=O)(=O)C2)oc2ccccc12 (stereo not given)
  Rad51 HR inh = 2
  PGE2 EP2 inh = 10
  eIF4E 4G PPI = 14[fluorescence artefact?]
  EP2 mod = -13
  Tb hexokinase = 1
  Hck-Nef inh = 2
  L929 necroptosis = -0.2
  14-3-3 Bad PPI = -5
  Calpain2 inh = 19
